# Compound activity: PubChem, National Center for Advancing Translational Sciences (NCATS)
# mIDH1 inhibitor – qHTS for Inhibitors of mutant isocitrate dehydrogenase 1 (IDH1): qHTS; Isocitrate dehydrogenase [NADP] cytoplasmic (Homo sapiens), O75874; IDH1-R132H enzyme, NADPH consumption, diaphorase/resazurin fluorescence; Potency, µM (highest dose often 76.6 µM), for inactives: top-dose activity change, negative = inhibition, usual class: inhibitors; 390,000 tested, 0.093% active; also: potency is read from the fitted curve at half-maximal effect; % is scaled to controls: 0 for no effect and ±100 for the full control effect; nearly all actives have a fitted effect of over 65% in size
# Target sequence (O75874 whole entry R132H, stated change not applied): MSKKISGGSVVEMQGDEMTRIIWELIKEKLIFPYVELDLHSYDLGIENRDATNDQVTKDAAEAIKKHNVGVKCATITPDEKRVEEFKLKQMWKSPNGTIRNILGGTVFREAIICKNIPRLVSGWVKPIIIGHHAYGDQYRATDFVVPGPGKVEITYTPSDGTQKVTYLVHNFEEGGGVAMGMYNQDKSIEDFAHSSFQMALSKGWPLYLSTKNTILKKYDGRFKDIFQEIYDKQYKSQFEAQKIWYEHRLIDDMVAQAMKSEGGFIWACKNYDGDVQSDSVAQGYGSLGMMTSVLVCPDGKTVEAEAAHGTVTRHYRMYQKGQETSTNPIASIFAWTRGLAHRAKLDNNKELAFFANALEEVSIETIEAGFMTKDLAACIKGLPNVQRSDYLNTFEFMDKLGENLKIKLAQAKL
#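 IDH1-R132H (0.5 ug/mL) preincubated 30 min with compound, then NADPH (0.016 mM) and alpha-KG (2 mM) added; 80 min at RT, pH 7.5. Remaining NADPH coupled via diaphorase/resazurin to fluorescence (540/590 nm); concentration-response curves normalized to no-enzyme control.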
# Vif-A3F inh – qHTS for Inhibitors of Vif-A3F Interactions: qHTS. Potency, µM (doses to about 46.1 µM), for inactives: at the top dose activity, negative = active. AID 602313, 2012. 390,000 tested, 0.2% active. HeLa A3F-eYFP + Vif (tagged APOBEC3F with the HIV-1 protein that degrades it), YFP fluorescence increase; also: potency is read from the fitted curve at half-maximal effect; % of control where 0% means no effect; nearly all actives have a fitted effect of over 65% in size
#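 Fluorescence increase (Ex 488/Em 500-530) after overnight compound treatment at 37 deg C flags inhibition of Vif-driven A3F-eYFP loss in stable HeLa A3F-eYFP/Vif cells seeded overnight beforehand.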
# TrxR1 inh – qHTS Assay for Inhibitors of Mammalian Selenoprotein Thioredoxin Reductase 1 (TrxR1): qHTS | AID 588453, 2011 | recombinant rTrxR1, NADPH fluorescence consumption, selenite substrate | Thioredoxin reductase 1, cytoplasmic (Rattus norvegicus), O89049 | Potency, µM (titrated, usually from 114 µM), for the others: at the top dose activity change, negative = inhibition, most hits filed as inhibitors | 390,000 tested, 1% active; also: potency is read from the fitted curve at half-maximal effect; % is scaled to controls: 0 for no effect and ±100 for the full control effect; nearly all actives have a fitted effect of over 65% in size
#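 Rat TrxR1 (90 nM in the dispensed reagent) was pre-reduced with 400 uM NADPH for 5 min at room temperature, then incubated with compound for 15 min. After 400 uM selenite was added, NADPH fluorescence (Ex 340/Em 450 nm) was followed for 8 min.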
# LDHA inh – qHTS assay for inhibitors of human lactate dehydrogenase; purified LDHA, NADH/diaphorase-resazurin fluorescence; stronger effect = lower value; activity change, % (values are at about 110 or 230 µM); 480,000 tested, 0.15% active; AID 1347041, 2019; in the data active = activity change below about -30%; inconclusive = mostly about -25% to -30%;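 also: plate controls were DMSO wells for no effect and wells without enzyme for full effect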
#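 LDH5 2 nM; NADH 0.06 mM, pyruvate 0.2 mM; 200 mM Tris pH 7.4, EDTA, Tween-20; 5 min RT. Detection: diaphorase 0.133 mg/mL + resazurin 37 µM, fluorescence ex540/em590 at 0 and 20 min; normalized to enzyme-free and DMSO wells.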
# TrxR1 substrate – qHTS Assay for Substrates of Mammalian Selenoprotein Thioredoxin Reductase 1 (TrxR1): qHTS; purified TrxR1 substrate turnover, NADPH consumption readout; Potency, µM (highest dose often 114 µM), for the others: at the top dose activity change, negative = substrate turnover; AID 588456, 2011; 390,000 tested, 0.01% active; also: potency is read from the fitted curve at half-maximal effect; % is scaled to controls: 0 for no effect and ±100 for the full control effect; nearly all actives have a fitted effect of over 50% in size
#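 Rat TrxR1, dispensed at 90 nM, was prereduced with 400 uM NADPH (final) for 5 min at ~22 deg C, then incubated with compound 15 min before 400 uM selenite. A first-read NADPH fluorescence drop versus no-compound background flagged substrates.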
# Glioma ERSR ind – qHTS for Inducers of the Endoplasmic Reticulum Stress Response (ERSR) in Human Glioma: qHTS; U87-MG GRP78 promoter luciferase reporter, 16 h; Potency, µM, inactives show top-dose activation, usual class: activators; 420,000 tested, 0.02% active; AID 602332, 2012; also: potency is read from the fitted curve at half-maximal effect; series mostly up to about 76 µM; % of control where 0% means no effect; nearly all actives have a fitted effect of over 35% in size
#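 ERSR induction read as luciferase luminescence (Bright-Glo, 10 min at room temperature) in stably transfected human U87-MG glioma cells exposed to compounds for 16 h, using GRP78 as sensor.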
# Vif-APOBEC3G blk – qHTS for Inhibitors of Vif-A3G Interactions: qHTS | AID 602310, 2012 | Potency, µM (series often up to 46.1 µM), for the others: at the highest dose activity, negative = active, actives largely listed as inhibitors | DNA dC->dU-editing enzyme APOBEC-3G (Homo sapiens), Q9HC16 | 410,000 tested, 0.076% active | HeLa A3G-eYFP + Vif (tagged APOBEC3G with the HIV-1 protein that degrades it), YFP fluorescence, overnight;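 also: potency is read from the fitted curve at half-maximal effect; % is scaled to controls: 0 for no effect and ±100 for the full control effect; nearly all actives have a fitted effect of over 60% in size; hits raise eYFP signal because A3G escapes Vif-driven loss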
# Target sequence (Q9HC16 whole entry, looked up): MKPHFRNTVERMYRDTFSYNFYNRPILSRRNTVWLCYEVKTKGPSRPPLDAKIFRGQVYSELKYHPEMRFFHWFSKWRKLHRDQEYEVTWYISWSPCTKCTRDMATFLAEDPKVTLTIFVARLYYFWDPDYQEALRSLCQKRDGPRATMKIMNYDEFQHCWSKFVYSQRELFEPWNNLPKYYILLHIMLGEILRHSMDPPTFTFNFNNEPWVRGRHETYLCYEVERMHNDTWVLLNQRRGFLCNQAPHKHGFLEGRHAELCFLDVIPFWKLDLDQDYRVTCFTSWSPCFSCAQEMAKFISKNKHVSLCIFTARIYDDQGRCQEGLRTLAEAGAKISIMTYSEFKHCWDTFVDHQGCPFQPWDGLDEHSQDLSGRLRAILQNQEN
#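 Read-out is eYFP fluorescence (Ex 488/Em 500-530) from Vif-expressing HeLa A3G-eYFP cells; more signal means A3G escaped Vif-mediated degradation. Cells plated overnight, compound pinned in, incubated overnight at 37 deg C.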
# USP1-UAF1 inh – Inhibitors of USP1/UAF1: Primary Screen; Ubiquitin carboxyl-terminal hydrolase 1 (Homo sapiens), O94782; recombinant USP1/UAF1, Ub-Rhodamine cleavage fluorescence; Potency, µM (series often up to 57.1 µM), for the others: top-dose activity change, negative = inhibition, actives largely listed as inhibitors; 390,000 tested, 0.23% active; also: potency is read from the fitted curve at half-maximal effect; % is scaled to controls: 0 for no effect and ±100 for the full control effect; nearly all actives have a fitted effect of over 60% in size; inactives centre near -12
#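 1 nM enzyme complex + cpd, 15 min RT; start with Ub-Rho 150nM final; kinetic fluorescence ex 480/em 540, 6 reads q60 s. Buffer 50mM HEPES pH 7.8, 0.5mM EDTA, 0.1 mg/ml BSA, 1mM TCEP, 0.01% Tween-20.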
# RGS4 inh – Inhibitors of Regulator of G Protein Signaling (RGS) 4: qHTS; Transcreener GDP fluorescence polarization, RGS4-accelerated GTP hydrolysis; Potency, µM (series often up to 114 µM), for inactives: top-dose activity change, negative = inhibition, hits mostly inhibitors; Regulator of G-protein signaling 4 (Homo sapiens), P49798; 390,000 tested, 0.039% active; also: potency is read from the fitted curve at half-maximal effect; % is scaled to controls: 0 for no effect and ±100 for the full control effect; nearly all actives have a fitted effect of over 75% in size; some results filed as inactive show a strong effect at the top dose
# Target sequence (P49798 whole entry, looked up): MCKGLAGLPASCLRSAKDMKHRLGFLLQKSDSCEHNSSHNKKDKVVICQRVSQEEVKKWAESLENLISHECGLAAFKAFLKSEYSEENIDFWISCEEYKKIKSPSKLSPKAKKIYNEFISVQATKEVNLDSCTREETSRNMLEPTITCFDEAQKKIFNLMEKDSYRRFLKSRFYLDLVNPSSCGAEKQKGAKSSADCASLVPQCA
#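 MLSMR compounds (23 nl, pin-transferred) preincubated 10 min at room temperature with a 500nM (2x) first reagent, then RGS4 at 900nM (2x) plus Transcreener GDP mix added; fluorescence polarization (620/688 nm) read before and after 90 min at 30 °C.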
# Starred values were filed as active, the others as inactive; ? = inconclusive; . = no result given; & = joins results of further samples; [ ] = remark or other dose. Unless noted, calls follow the shape of the dose curve; as a rule, active = well fitted curve in the direction sought with a large enough effect; inconclusive = small, poorly fitted or top-dose-only effect, or another doubt; inactive = no such curve, though single readings can be large; an effect the other way counts as inactive or inconclusive.
# Below each compound: Glioma ERSR ind, TrxR1 inh, Vif-APOBEC3G blk, TrxR1 substrate, mIDH1 inhibitor, LDHA inh, Vif-A3F inh, USP1-UAF1 inh, RGS4 inh
CCOc1ccccc1C(C(=O)NC1CCCC1)N(Cc1ccco1)C(=O)CNC(=O)c1ccco1 (stereo not given)
  -4%, -6%, -3%, 0%, 3%, -4, -5%, -24%, -3%
Cc1cc(C)c(C)c(S(=O)(=O)N2CCC(C(=O)Nc3ccc(S(=O)(=O)N4CCOCC4)cc3)CC2)c1C
  -5%, 17%, 3%, 8%, -1%, -7, 4%, -13%, 1%
Cn1nnnc1Sc1ncnc2scc(Br)c12
  -7%, 5.6µM*, -9%, 5%, ., -1&1, 3%, ., 5%
CN1CCN(S(=O)(=O)c2ccc(C(F)(F)F)cc2)C(c2ccccc2)C1 (stereo not given)
  -2%, -3%, -1%, -4%, 10%, 3, -8%, -19%, -13%
Cc1nc(/C(=N/O)C(N)=O)cs1
  0%, 30%, 3%, 6%, -10%, -2, 0%, ?, 6%[11.4 µM]
CCOc1ccc(NC(=O)/C(C#N)=C/c2cn(CC(=O)O)c3ccccc23)cc1
  -3%, -4%[57.1 µM], 1%, -8%[57.1 µM], -5%, -7, -6%, -25%, -31%
CCOC(=O)c1nnn(-c2nonc2N)c1C
  -2%, 13%, 2%, 6%, 2%, -12, -2%, -9%, 25%
C/C=C/c1ccc2c(c1)O[C@H](CN(C)CC1CCOCC1)[C@@H](C)CN([C@H](C)CO)S2(=O)=O
  -2%, ., 0%, ., 0%, 1, 1%, -16%, .
Cc1c(NC(=O)CN2C(=O)NC3(CCCC3)C2=O)c(=O)n(-c2ccccc2)n1C
  -3%, 14%[57.1 µM], 1%, -8%, 21%, -7, -13%, -29%, 25%
CC1CC(C)(C)NC(=S)N1CC(=O)N1CCN(Cc2ccccc2)CC1 (stereo not given)
  -1%, 15%[57.1 µM], 1%, 3%, 1%, -1, -7%, -14%, -11%
CN(C)S(=O)(=O)N1CCN(C(=O)N(c2ccccc2)c2ccccc2)CC1
  -2%, 5%, 1%, -4%, 8%, -10, -7%, -6%, 4%
O=C(NCCc1ccc(Cl)cc1)c1cccnc1
  2%, 4%, -4%, 0%, 0%, -7, -8%, -5%, 2%
CC(=O)NC1=NN(C(C)=O)C2(S1)C(=O)N(CC(C)C)c1ccc(C)cc12 (stereo not given)
  0%, 4%, -1%, -4%, 11%, -2, 5%, 3%, 0%
CCCNC(=O)c1ccc(N2CCC3(CC2)CC(c2cccc(Br)c2)=NO3)c(NC(=O)c2c(Cl)cccc2Cl)c1
  -3%, 17%[57.1 µM], 2%, -4%[57.1 µM], 14%, -1, 4%, -19%, 6%
CC(=O)OCC1=C(C(=O)O)N2C(=O)C(NC(=O)C(C)Cn3cc(Cl)cn3)C2SC1 (stereo not given)
  -4%, -23%, 3%, -3%, -2%, 2, -2%, 3%, -12%
Cc1ccc(CNc2oc(C)nc2C#N)cc1
  -4%, 15%[57.1 µM], 1%, 3%[57.1 µM], -2%, -7, -1%, -10%, -22%
COc1ccccc1C(=O)N/C(=C\c1ccc(Br)cc1)C(=O)NCC(=O)O
  -2%, 1%[57.1 µM], -2%, 11%[57.1 µM], 8%, -3, 8%, -11%, 18%
CC(C)Cn1c(=O)c2c(c3ccccc31)OC(C)C(=O)N2 (stereo not given)
  -1%, -9%, 1%, -6%, 4%, 1, -4%, 4%, 18%
CCS(=O)(=O)N1CCN(Cc2nc3ccccc3c(=O)[nH]2)CC1
  -1%, 1%, 1%, 4%, -2%, -5, 5%, -3%, 28%
Cc1cccc(NC(=S)N(CCCN2CCOCC2)Cc2ccccn2)c1
  -4%, 11%[57.1 µM], 0%, 9%[57.1 µM], 22%, -3, 14%, -3%, 23%
CN1CCN(c2ccc(-c3cccc(NC(=O)COc4ccccc4)c3)nn2)CC1
  -8%, -6%, -4%, -8%, 1%, -6, -5%, -18%, -1%
O=C(O)c1ccccc1-c1nc2ccccc2c(=O)n1O
  -3%, 3%, 1%, -2%, 0%, 2, -8%, -4%, 12%
NC(=O)c1ccsc1NC(=O)CSc1nnc(C2CC2)n1Cc1ccccc1
  2%, 17%[57.1 µM], 1%, -2%[57.1 µM], -2%, -4, 4%, -16%, 0%
COc1ccc(/C=N/NC(=O)c2ccccc2)cc1OS(=O)(=O)c1ccccc1
  0%, -4%[57.1 µM], -28%, -5%[57.1 µM], -2%, -2, -15%, -12%, -8%
Cc1cc(-c2nnc(SCC(=O)Nc3ccc(S(N)(=O)=O)cc3)n2N)n[nH]1
  1%, -1%, -4%, -5%, 0%, -3, -3%, -11%, 1%
CSc1ncccc1C(=O)OCC(=O)N(C)C1CCS(=O)(=O)C1 (stereo not given)
  -4%, -14%, 2%, -15%, 0%, -1, 6%, -14%, -37%
Cn1c(=O)c2c(SCc3c(F)cccc3Cl)nc(CC(C)(C)C)nc2n(C)c1=O
  -4%, 23%, 3%, 2%[57.1 µM], 1%, -3, 0%, -19%, -3%
O=C(O)C1C2C=CC(C2)C1C(=O)NCc1ccccc1F (stereo not given)
  -4%, -2%, 3%, -7%, -6%, -4, 10%, -10%, -1%
N#CC1(NC(=O)COC(=O)c2cccc(-n3cnnn3)c2)CCCCC1
  -4%, -18%, -1%, -10%, 6%, -2, 3%, -9%, -15%
CCc1ccc(C(O)(c2ccccc2OC)C(CN2CCOCC2)c2ccccc2)cc1 (stereo not given)
  -3%, 18%[57.1 µM], 0%, 5%, -3%, -7, 15%, -15%, 3%
CC(CNC(=O)c1ccccc1Cl)NC(=O)c1ccccc1Cl (stereo not given)
  -4%, 11%, 3%, -2%, -5%, -5, 2%, -5%, -2%
Cc1cccc(C(=O)NC2CCN(CC(=O)Nc3ccc4c(c3)OCO4)CC2)c1
  -2%, 3%[57.1 µM], 0%, 9%[57.1 µM], 2%, -7, 4%, -21%, 30%
CCn1c(=O)c(C(=O)CN(C)Cc2ccc(F)cc2)c(N)n(Cc2ccccc2)c1=O
  -3%, 8%[57.1 µM], 3%, 1%[57.1 µM], -2%, -7, -8%, 4%, -1%
CCCC1(CCC)NC(=O)N(CC(=O)Nc2ccc(Cl)c(S(=O)(=O)N3CCOCC3)c2)C1=O
  -1%, 0%[57.1 µM], 1%, 3%[57.1 µM], -6%, -5, 8%, -3%, 11%
CC(/C=C\c1ccccc1)=C/C(=O)O
  -2%, 3%[57.1 µM], 4%, 5%[57.1 µM], 2%, -6, -6%, -12%, -8%
CCCC(=O)N/C(N)=N/c1nc2ccccc2o1
  -4%, 12%[57.1 µM], 4%, 7%[57.1 µM], 5%, -6, -9%, -12%, 2%
Cc1nc(Cl)c2oc3ccccc3c2n1
  -9%, ?, ?, -5%, 0%, -12, -8%, -12%, 20%[56.9 µM]
c1ccc(-c2ccccc2-c2nc(-c3ccncc3)no2)cc1
  -6%, 0%, 1%, 8%[57.1 µM], 3%, -3, 4%, -7%, 5%[11.4 µM]
O=c1nc(N2CCOCC2)ccn1-c1nc(-c2ccccc2)oc1-c1ccccc1
  1%, 20%, -2%, 3%, -3%, -2, -6%, -18%, -13%

# Some entries already given, reduced to LDHA inh and TrxR1 inh:
Molecule | LDHA inh | TrxR1 inh
c1ccc(-c2ccccc2-c2nc(-c3ccncc3)no2)cc1 | -3 | 0%
N#CC1(NC(=O)COC(=O)c2cccc(-n3cnnn3)c2)CCCCC1 | -2 | -18%
CC(CNC(=O)c1ccccc1Cl)NC(=O)c1ccccc1Cl (stereo not given) | -5 | 11%
CCc1ccc(C(O)(c2ccccc2OC)C(CN2CCOCC2)c2ccccc2)cc1 (stereo not given) | -7 | 18%[57.1 µM]

# Complete entries as entered above. Order of screens: Glioma ERSR ind | TrxR1 inh | Vif-APOBEC3G blk | TrxR1 substrate | mIDH1 inhibitor | LDHA inh | Vif-A3F inh | USP1-UAF1 inh | RGS4 inh
# `Cc1nc(Cl)c2oc3ccccc3c2n1` is entered as -9% | ? | ? | -5% | 0% | -12 | -8% | -12% | 20%[56.9 µM]
# `Cn1c(=O)c2c(SCc3c(F)cccc3Cl)nc(CC(C)(C)C)nc2n(C)c1=O` is entered as -4% | 23% | 3% | 2%[57.1 µM] | 1% | -3 | 0% | -19% | -3%

# A portion of the library; count on the stated rates, not on these rows.
